SENP8 block-1 = SENP8 protease inhibition; hit rate 1.2% among 330,000; purified SENP8, Z-RLRGG-aminoluciferin cleavage, luminescence; Q96LD8; AID 2540; inhibition, % at 10 µM; in the data active = inhibition above about 50%
Target sequence (Q96LD8 whole entry, looked up): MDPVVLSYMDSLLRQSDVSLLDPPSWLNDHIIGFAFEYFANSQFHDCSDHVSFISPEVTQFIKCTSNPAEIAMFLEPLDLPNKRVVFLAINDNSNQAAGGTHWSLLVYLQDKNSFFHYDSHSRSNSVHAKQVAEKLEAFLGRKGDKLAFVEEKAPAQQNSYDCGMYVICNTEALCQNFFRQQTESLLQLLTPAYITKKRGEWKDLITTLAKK
SENP8 block-2 = inhibitors of human SENP8 protease; Q96LD8; recombinant SENP8, Nedd8 substrate fluorescence; inhibition, % at 20 µM; hit rate 0.64% among 360,000; AID 602440; in the data active = inhibition mostly above about 40%, no sharp cut-off; inactive = mostly below about 27%
SENP6 inh = inhibitors of human SENP6 protease. Q9GZR1. Recombinant SENP6 catalytic domain, aminoluciferin luminescence. inhibition, % at 10 µM. hit rate 1.8% among 330,000. AID 2599;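 active = inhibition above about 50% at the single tested dose, limit read from the data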;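 also: plate controls were DMSO wells with enzyme for no effect and DMSO wells lacking enzyme for full effect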
HKDC1 inhibitor = blocks human hexokinase HKDC1 activity; hit rate 0.16% among 340,000; Q2TB90; inhibition, % at 20 µM; recombinant HKDC1, G6PDH/diaphorase resazurin coupled fluorescence;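 active = inhibition above about 35% when tested at 20 µM, limit read from the data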;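 also: plate controls were DMSO wells with enzyme for no effect and DMSO wells lacking enzyme for full effect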
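Test system: HK5 enzyme. Quantity: 5 µg/mL HK5 final. Reagent: glucose and ATP substrates. Schedule: 90 min reaction incubation at room temperature, dark. Technique: resazurin-to-resorufin fluorescence via G6PDH and diaphorase coupling, 525/613 nm. Control set: DMSO wells with and without enzyme mix.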
MIN6 prolif = MIN6 beta-cell proliferation induction; MIN6 cells proliferation, ATPlite luminescence, 48 h; cells starved in 0.2% serum; 100% = growth in 10% serum; proliferation, % at 10 µM; hit rate 0.29% among 330,000; AID 2380;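 active = compounds whose signal lies at least 3.5 SD above the mean of all wells on their plate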;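 also: 0% = DMSO-treated cells in low-serum medium and 100% = 10% serum control; some compounds called inactive have numbers as strong as hits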
UBC13 inh = human UBC13 polyubiquitination inhibition; P61088; UBC13 polyubiquitin chain formation, TR-FRET; inhibition, % at 20 µM; hit rate 0.47% among 330,000; in the data active = inhibition above about 45%, passing the limit was not always enough
Target sequence (P61088 whole entry, looked up): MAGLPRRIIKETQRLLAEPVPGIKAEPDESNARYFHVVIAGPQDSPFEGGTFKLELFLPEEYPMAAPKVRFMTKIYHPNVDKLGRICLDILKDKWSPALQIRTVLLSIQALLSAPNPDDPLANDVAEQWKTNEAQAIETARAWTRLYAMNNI
SENP7 block = inhibitors of human SENP7 protease; recombinant SENP7, Z-RLRGG-aminoluciferin luminescence, 40 min; inhibition, % at 5 µM; hit rate 1.5% among 330,000; Q9BQF6;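 active = inhibition above about 50% at the single test dose, limit read from the data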;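 also: plate controls were DMSO with enzyme for no effect and no enzyme buffer wells for full effect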
Target sequence (Q9BQF6 706-1050 limits assumed): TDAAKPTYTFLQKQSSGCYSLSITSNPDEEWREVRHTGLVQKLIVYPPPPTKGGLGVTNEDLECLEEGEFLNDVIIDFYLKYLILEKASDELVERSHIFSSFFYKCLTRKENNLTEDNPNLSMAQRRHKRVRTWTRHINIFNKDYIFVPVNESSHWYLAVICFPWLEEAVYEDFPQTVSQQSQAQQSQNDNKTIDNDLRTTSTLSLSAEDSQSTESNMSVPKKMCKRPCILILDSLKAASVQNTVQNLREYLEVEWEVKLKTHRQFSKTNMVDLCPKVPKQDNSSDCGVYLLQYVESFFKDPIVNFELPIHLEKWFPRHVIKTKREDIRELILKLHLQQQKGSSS
SENP1 FRET inh = SENP1 (human) catalytic domain inhibition. Q9P0U3. recombinant SENP1 catalytic domain, CyPet-SUMO1-YPet FRET cleavage. inhibition, % at 10 µM. hit rate 0.21% among 360,000;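 active = inhibition at least 30% at 10 µM, raw YFP signal under a set limit, fluorescence ratio 0.5 to 1.5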;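 also: 0% = enzyme with DMSO and 100% = no enzyme wells; some results filed as inactive read as strong as hits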
Target sequence (Q9P0U3 419-644 limits assumed): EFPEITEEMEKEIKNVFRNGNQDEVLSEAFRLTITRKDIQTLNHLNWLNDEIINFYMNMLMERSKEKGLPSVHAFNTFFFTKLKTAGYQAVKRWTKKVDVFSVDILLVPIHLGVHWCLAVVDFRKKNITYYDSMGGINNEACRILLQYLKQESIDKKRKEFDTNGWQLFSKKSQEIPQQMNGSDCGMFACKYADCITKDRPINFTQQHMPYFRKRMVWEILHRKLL
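Controls: no-enzyme wells low, DMSO-plus-enzyme wells high control. Test system: human recombinant His6-tagged SENP1 catalytic domain enzyme. Reagent: SFCypet-SUMO1-SFYpet FRET protein substrate, 25 nM final. Doses: one dose per compound, 10 µM, 0.5% DMSO. Detection: FRET, CFP and YFP emission. Timing: 50 min reaction at room temperature.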
PfG6PD inh = PfG6PD (Plasmodium falciparum) enzyme inhibition | hit rate 0.78% among 350,000 | PfGluPho enzyme, NADPH resazurin-diaphorase fluorescence | inhibition, % at 20 µM;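 active = inhibition reaching at least a set limit at 20 µM in the primary screen, cut at about 59% in these data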;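 also: 0% = DMSO wells with substrate and 100% = DMSO wells lacking glucose-6-phosphate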
Starred values were filed as active, the others as inactive; nt = not tested or not shown. No enrichment for hits; overall some 4% were active at least once.

SMILES	SENP8 block-1	SENP8 block-2	SENP6 inh	HKDC1 inhibitor	MIN6 prolif	UBC13 inh	SENP7 block	SENP1 FRET inh	PfG6PD inh
Cc1ccc(S(=O)(=O)n2nc(OC(=O)c3ccccc3F)cc2N)cc1	1	6	17	5	1	13	7	3	11
CCn1cc(S(=O)(=O)CC(=O)N2CCc3ccccc32)c2ccccc21	13	3	0	-4	-2	-1	-8	1	34
CCOC(=O)C1CCN(C(=O)COC(=O)c2ccc3c(c2)C(=O)N(c2ccc(OCC)cc2)C3=O)CC1	-2	9	-22	-11	1	0	9	0	4
Cc1c(C)n(CCc2ccccc2)c2ncnc(NCCCN(C)C)c12	-8	15	0	1	-3	4	-9	1	7
CC(C)CCNC(=O)CN(CCCN1CCOCC1)C(=O)Cn1nnc(-c2ccc(F)cc2)n1	-1	-3	-15	-8	2	24	-9	-1	8
CCOC(=O)C(=CN(CCc1ccccc1)CC(=O)OC)C(=O)OCC	-1	-1	3	-7	-4	6	0	1	-8
COC(=O)c1c(NC(=O)CN2CCN(C(=O)c3ccco3)CC2)c2c(C)cccc2n1C	-3	-220	-5	-8	0	-2	-1	1	2
CC(C)(C)OC(=O)C[C@H]1C/C=C\C[C@@H](CC(=O)N(CCO)Cc2ccccc2)C(=O)NC[C@H](c2ccccc2)OC1=O	4	23	-7	-2	-3	8	6	0	0
COC(=O)[C@@H](NC(=O)NC1CCCc2ccccc21)C(C)C (stereo not given in full)	-3	1	-2	-6	-3	2	-3	1	1
COCCCNc1ncnc2sc3c(c12)CCC(C)C3 (stereo not given)	-3	-22	0	2	2	12	-2	-2	-8

Five structures out of the list, arranged by molar mass, high to low:
SMILES	SENP8 block-1	SENP8 block-2	SENP6 inh	HKDC1 inhibitor	MIN6 prolif	UBC13 inh	SENP7 block	SENP1 FRET inh	PfG6PD inh
CC(C)(C)OC(=O)C[C@H]1C/C=C\C[C@@H](CC(=O)N(CCO)Cc2ccccc2)C(=O)NC[C@H](c2ccccc2)OC1=O	4	23	-7	-2	-3	8	6	0	0
CCOC(=O)C1CCN(C(=O)COC(=O)c2ccc3c(c2)C(=O)N(c2ccc(OCC)cc2)C3=O)CC1	-2	9	-22	-11	1	0	9	0	4
CC(C)CCNC(=O)CN(CCCN1CCOCC1)C(=O)Cn1nnc(-c2ccc(F)cc2)n1	-1	-3	-15	-8	2	24	-9	-1	8
Cc1ccc(S(=O)(=O)n2nc(OC(=O)c3ccccc3F)cc2N)cc1	1	6	17	5	1	13	7	3	11
COC(=O)[C@@H](NC(=O)NC1CCCc2ccccc21)C(C)C (stereo not given in full)	-3	1	-2	-6	-3	2	-3	1	1

(further entries)
SMILES	SENP8 block-1	SENP8 block-2	SENP6 inh	HKDC1 inhibitor	MIN6 prolif	UBC13 inh	SENP7 block	SENP1 FRET inh	PfG6PD inh
O=C1NC(=O)C2(COC(c3cccnc3)OC2)S1 (stereo not given)	-1	10	-6	-6	-2	0	-3	2	4
COc1cccc(/C=N/NC(=O)c2csc(-n3nc(C)cc3C(F)(F)F)n2)c1	-5	28	-19	-12	1	-7	-8	0	1
C[C@]1(C(=O)O)Cc2oncc2C[C@@H]1C(=O)O	5	14	7	10	-1	1	16	1	-14
Cc1ccc(NC(=O)NNC(=O)c2sccc2-n2cccc2)cc1	-8	13	-8	-8	-3	2	-5	1	-7
Cc1ccc2nsnc2c1NC(=O)c1ccc([N+](=O)[O-])o1	4	27	6	2	-2	-1	1	2	3
CC(C(=O)N1CCCCC1)N(C)CC(=O)Nc1cccc(F)c1 (stereo not given)	2	nt	-8	-8	-3	4	5	nt	-5
O=C(N/N=C/c1ccncc1)C1CC1C(=O)N/N=C/c1ccncc1 (stereo not given)	-3	0	8	-8	0	6	-2	-1	2
CCCc1cc(C(=O)Nc2cccc([N+](=O)[O-])c2)cs1	59*	8	87*	-1	-6	2	72*	0	81*
CC(C)C(NS(=O)(=O)c1ccc2c(c1)oc(=O)n2C)C(=O)N1CCN(c2ccccc2F)CC1 (stereo not given)	-10	-3	-20	-2	0	-11	-11	3	20
CCCNC(=O)Cn1cnc([N+](=O)[O-])n1	1	17	-3	-7	-4	10	-3	0	5
CCC(Sc1nc2n[nH]c(C)c2c(=N)n1-c1cc(Cl)ccc1C)C(=O)N1CCOCC1 (stereo not given)	2	4	-1	-2	-1	5	-3	0	24
Cc1ccc(C)c(SCC(=O)Nc2ccc(S(=O)(=O)Nc3ncccn3)cc2)c1	-3	7	-2	-3	1	3	-1	-8	-15
COc1cccc(N/N=C/c2cccc(Br)c2O)c1	26	-26	-7	2	-5	5	-11	-26	30
Cc1c(Cl)cccc1NC(=S)NCC(O)c1ccccc1 (stereo not given)	-11	15	-6	-5	-5	2	12	1	-24
Cc1ccc(-c2nc(-c3ccccn3)no2)cc1	98*	27	99*	2	-4	0	99*	4	0
COc1ccc(CNC(=O)C2CCN(C(=O)c3sccc3-n3cccc3)CC2)cc1	2	-4	-2	-7	-2	3	6	-1	-13
CCOC(=O)N1CCC(NC(=O)C2CCN(S(=O)(=O)N3CCC(C)CC3)CC2)CC1	1	12	-5	-11	1	9	-4	3	6
CC(C)(C)c1ccc(C(=O)Nc2ccccc2NC(=O)c2ccco2)cc1	5	18	7	12	-3	14	1	-4	23
O=C(COC(=O)c1cccc(Cl)c1)NCCN1C(=O)CSC1=O	-5	6	8	7	-1	6	5	3	-5
O=C(CN1C(=O)NC2(CCCCCC2)C1=O)NCc1ccc(F)cc1	1	4	-7	-3	-2	1	1	1	-4
COc1ccc(CNc2ccc3c(c2)ncn3C)cc1OC	-5	-182	5	9	-5	3	-2	1	5
O=C(Cn1nnc2ccccc21)NC1CCCCC1	-4	20	-8	-6	1	5	4	-1	-3
Cc1ccc(OCC(=O)N2CCN(S(C)(=O)=O)CC2)cc1	3	4	-8	-5	1	1	7	2	10
O=S(=O)(Nc1cccc(-n2cnnn2)c1)c1ccc(Cl)nc1	1	18	-2	6	-1	7	0	3	35
CCc1cccc(CC)c1NC(=O)COC(=O)CC1c2ccccc2CCN1S(=O)(=O)c1ccc(F)cc1 (stereo not given)	8	16	30	12	0	0	-2	4	3
Cc1ccc(NC(=O)CCC(=O)N/N=C/c2cccnc2)cc1	4	10	-8	-9	-2	7	-3	0	-1
Cc1ccc(C2=N/C(=C/c3cccs3)C(=O)N2Nc2ccccc2)cc1	-4	16	-22	-4	-4	-9	-19	-32	9
CCc1cc(=O)oc2cc(C)cc(OCC(=O)NC(Cc3c[nH]c4ccc(O)cc34)C(=O)O)c12 (stereo not given)	2	6	-5	5	-3	6	-1	1	10
Cc1ccc(Oc2ccc(S(=O)(=O)N3CCOCC3)cc2C(N)=O)cc1C	-5	3	-20	-3	-4	-7	16	1	8
COc1ccc(OC)c(NS(=O)(=O)c2c(C)nc3sccn3c2=O)c1	1	33	-7	0	4	-16	2	0	6
COc1ccc(CCNC(=O)c2c[nH]c3ccccc3c2=O)cc1OC	-6	6	-10	1	-1	-20	-2	0	-8
CC(=O)OCC(=O)[C@@]1(O)CC[C@H]2[C@@H]3CCC4=CC(=O)C=C[C@]4(C)[C@H]3C(=O)C[C@@]21C	0	12	15	0	0	6	1	2	-12
O=C(COc1ccc(F)cc1)OCCN1CCOCC1	5	12	-13	3	2	-2	-2	1	1
CC(C)NC(=O)C1=NN(c2ccccc2)C(=O)CC1	-8	12	-5	-5	0	0	3	1	14
Cc1cccc(C)c1Nc1nnc(SC(C)C(=O)Nc2c(C)n(C)n(-c3ccccc3)c2=O)s1 (stereo not given)	-5	14	-3	-8	1	-12	-6	1	-3
COc1ccc(OC)c(NC(=O)CN(C)S(=O)(=O)c2ccc3nc(C)sc3c2)c1	-4	2	7	-5	-2	-1	7	6	1
O=C(COc1cc(Cl)c(Cl)cc1Cl)NCCN1CCOCC1	6	24	11	-2	-2	0	7	-1	-1
CCOC(=O)C1CCCCN1Cc1ccccc1C(F)(F)F (stereo not given)	0	13	-5	-2	2	21	3	2	0
O=[N+]([O-])c1cccc(N(CC2CO2)S(=O)(=O)c2ccccc2)c1 (stereo not given)	2	18	11	2	0	-4	4	-2	-5
Cc1ccccc1NC(=O)CSc1nnc2ccc(-c3cccnc3)nn12	-5	-76	-9	-2	-5	-3	-12	-1	-3
NC(=O)c1ccccc1[N+](=O)[O-]	9	-3	13	-5	2	5	6	-2	35
CC(=O)c1ccc(O)c(CSC2=NCCS2)c1	6	5	9	0	1	-12	8	1	-2
CC(C)C(OC(=O)c1cccs1)C(=O)NCc1ccc(F)cc1 (stereo not given)	-3	13	-11	-3	-1	4	0	3	-20
O=C(N/N=C/c1ccc[nH]1)c1cccc([N+](=O)[O-])c1	-13	9	4	-3	0	-21	-7	1	5
COC(=O)c1[nH]c(=O)c2ccccc2c1OCc1ccccc1	2	-12	-4	0	-1	-1	8	-17	19
O=C(Cn1ncc2c([nH]c3ccccc32)c1=O)NCCc1ccccc1	7	10	2	-9	0	2	3	2	-5
COc1ccccc1NC(=O)c1cc(N2C(=O)C3C4CCC(C4)C3C2=O)ccc1Cl (stereo not given)	1	8	-8	-3	0	5	-2	2	9
COc1ccc2c(-c3ccccc3)cc(=S)[nH]c2c1	-11	-66	-18	2	-4	-2	-1	-12	30
CCC(C)(C)n1nnnc1C(c1ccccn1)N1CCCCC1 (stereo not given)	-1	11	3	-7	-1	5	-2	0	-2
COc1cc(C)nc(N2CCC(C(=O)NCC3CCCO3)CC2)n1 (stereo not given)	12	0	-20	-6	3	-11	-8	2	-7
(continued)
SMILES	SENP8 block-1	SENP8 block-2	SENP6 inh	HKDC1 inhibitor	MIN6 prolif	UBC13 inh	SENP7 block	SENP1 FRET inh	PfG6PD inh
O=C1CC(N(O)c2ccccc2)C(=O)N1c1ccc(Cl)c(Cl)c1 (stereo not given)	-5	30	-4	-2	-3	3	9	0	-12
CCC(C)[C@H](NC(=O)c1cn(CC)c2cc3c(cc2c1=O)OCO3)C(=O)NCCCn1ccnc1 (stereo not given in full)	-4	-54	17	3	-1	-5	7	-4	-11
COc1cc(C(=O)c2ccccc2C(=O)O)c(OC)c2c1CCCC2	nt	-6	nt	-4	nt	nt	nt	0	-20
OCCC1CN(Cc2ccc3nonc3c2)CCN1Cc1ccsc1 (stereo not given)	-7	12	-14	-4	-1	-10	-11	2	4
Oc1ccc(COCc2ccccc2)c2cccnc12	-5	18	7	-20	-4	-21	0	1	-19
O=C1NN(c2ccc(Cl)c(Cl)c2)C(=O)/C1=C/c1ccc(-c2ccccc2C(=O)O)o1	-4	-20	-15	24	-4	-13	2	-4	-41
Cc1ccc(C(=O)n2c(-c3ccccc3)cnc2SCC(=O)Nc2ccc(C)cc2C)cc1	-7	5	-9	19	-5	-1	5	6	5
CC(C)(O)C#Cc1ccc(C(=O)NCCC(=O)O)s1	-1	7	11	-11	0	0	-4	0	1
CCOC(=O)CSc1nc2cc(S(=O)(=O)Nc3ccccc3OC)ccc2o1	1	4	6	-4	-4	5	9	1	0
CC(C)(C)c1cc(N2CCOCC2)n2ncc(-c3ccc(Cl)cc3)c2n1	3	-298	11	0	-6	15	11	0	-2
CC(NC(=O)CCc1nnc(-c2ccccc2)o1)c1ccccc1 (stereo not given)	-5	4	-8	-3	1	-9	-4	0	2

Bioassay records deposited in PubChem BioAssay by Sanford-Burnham Center for Chemical Genomics.
